AID inh = blocks human AID cytidine deaminase activity | Q9GZX7 | AID deamination FRET fluorescence, UDG-coupled, 4 h | Potency, µM (highest dose often 115 µM), without a hit: top-dose activity change, negative = inhibition, most hits filed as inhibitors | 91,000 compounds, 0.32% hits | AID 1347428; note: nearly all actives have a fitted effect of over 25% in size
Target sequence (Q9GZX7 whole entry, looked up): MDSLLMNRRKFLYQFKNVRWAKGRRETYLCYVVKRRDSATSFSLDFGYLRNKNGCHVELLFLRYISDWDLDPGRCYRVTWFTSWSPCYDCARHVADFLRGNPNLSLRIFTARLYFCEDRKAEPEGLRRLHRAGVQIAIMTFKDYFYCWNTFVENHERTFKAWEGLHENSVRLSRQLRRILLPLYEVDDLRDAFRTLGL
UDG counterscr = blocks uracil-DNA glycosylase in AID counter-screen | FRET deamination/UDG coupled assay, UDG read, 4 h | Potency, µM (top dose mostly 115 µM), for the others: top-dose activity change, negative = inhibition, actives largely listed as inhibitors | 91,000 compounds, 0.14% hits | AID 1347430; note: nearly all actives have a fitted effect of over 65% in size
* = called active by the depositor; ? = inconclusive; [ ] = dose if it differs, or a comment. Calls come from the whole dose curve; as a rule, active = well fitted curve in the direction sought with a large enough effect; inconclusive = small, poorly fitted or top-dose-only effect, or another doubt; inactive = no such curve, though single readings can be large; an effect the other way counts as inactive or inconclusive. % is set by controls: 0 for no effect and ±100 for the full control effect; potency is the fitted concentration of half-maximal effect.

SMILES	AID inh	UDG counterscr
CC(=O)c1cc(-c2ccc(F)cc2)n(CCC(=O)Nc2nc3c(C)cccc3s2)c1C	3%	7%
COc1cc(OC)cc(C(=O)Oc2c(Sc3ccccc3)c(C)nn2C(C)(C)C)c1	16%	-8%
Cc1cc2oc(=O)c(CC(=O)NCCc3ccccc3)c(C)c2c2occ(C(C)(C)C)c12	-14%	-2%
CCOC(=O)Cc1ccc(NC(=O)Nc2nnc(N3CCCCC3C)s2)cc1 (configuration not stated)	?	-9%
CCCN(CCC)CC(O)CN(c1ccc(OC)cc1)S(=O)(=O)c1ccc(C)cc1 (configuration not stated)	-20%	?
CCn1c(=O)c2cc(C(=O)Nc3cc(C)c(Cl)cc3OC)sc2c2ccccc21	18%	13%
COc1ccc(NC(=O)Cn2c(=O)n(-c3ccc(Cl)cc3)c(=O)c3c(C)c(C(=O)N(C)C)sc32)cc1Cl	0%	1%[57.5 µM]
O=C(Cc1noc(C(=O)NC2CC2)n1)Nc1cccc2ncccc12	23%	-6%
Cc1ccc(Cl)cc1NC(=O)N1CCC(CN2CCCCCC2)CC1	11%	1%
Cc1c(Cl)cccc1NC(=O)C1CCCN(C(=O)c2cnn(-c3ccccc3)c2-n2cccc2)C1 (configuration not stated)	22µM*	?
Cc1cc(C)n(-c2ccc(CSc3cccc[n+]3[O-])cc2)n1	0%	-4%
Fc1ccccc1CSCCNC(=S)Nc1ccccc1	-2%	5%
Cc1cccc(OCC(=O)Nc2ccc3nc(SCc4ccccc4)sc3c2)c1	16%	18%
Cc1ccc(OCc2nc(C)c(C(=O)Nc3ccc(C)cc3C)s2)cc1	13%	11%
CCCCCn1nc(C(=O)Nc2cccc(C(C)=O)c2)c2ccccc2c1=O	-24%	-9%
CCOC(=O)C1=C(N)Oc2cc(O)ccc2C1c1ccc(Br)cc1 (configuration not stated)	2%	-1%
COc1ccc(C(=O)Nc2nc(C)c(C(=O)N(C)C)s2)c(OC)c1	-17%	-14%
CCc1cccc(C)c1NC(=O)CN1CCCN(Cc2ccccc2Cl)S1(=O)=O	-2%	16%
Cc1ccc(Cl)cc1Nc1nnc(C(C)(C)C)c(=O)[nH]1	0%	0%
CCOc1ccc(N2C(=O)c3ccccc3NC2(CC)CC)cc1	0%	-9%
COc1cccc(CNc2ncnc3onc(C)c23)c1	-15%	-8%
COc1ccccc1NC(=O)C1CC2CCC1C2 (configuration not stated)	-8%	-7%
CN(Cc1ccc(C(=O)NCC(F)(F)F)cc1)C(=O)c1cc(Cl)ccc1Cl	-1%	-1%
Cc1ccc(C(C)C)c(OCC(=O)Nc2cc(-c3nc4ccccc4[nH]3)ccc2C)c1	-23%	-11%
O=C1NC2(CCCCCC2)NN1c1ccc(Br)cc1	-15%	-3%

Nothing new here: an excerpt of the list.
SMILES	AID inh	UDG counterscr
CN(Cc1ccc(C(=O)NCC(F)(F)F)cc1)C(=O)c1cc(Cl)ccc1Cl	-1%	-1%
Cc1ccc(C(C)C)c(OCC(=O)Nc2cc(-c3nc4ccccc4[nH]3)ccc2C)c1	-23%	-11%
O=C1NC2(CCCCCC2)NN1c1ccc(Br)cc1	-15%	-3%

(continued)
SMILES	AID inh	UDG counterscr
O=C(Nc1ccccc1Br)C1=C(c2ccccc2)S(=O)(=O)CCO1	-2%	-2%
CCOc1ccccc1NC(=O)Cn1c(=O)oc2ccccc21	3%	7%[57.5 µM]
Cc1cccc(OCC(O)CN(Cc2ccccc2)Cc2ccccc2)c1 (configuration not stated)	-9%	-11%
O=C(NCCc1cccnc1)c1cccc(Cl)c1Cl	-4%	1%
COc1ccc(OC)c(C(=O)CC2(O)C(=O)N(Cc3ccccc3C)c3ccccc32)c1 (configuration not stated)	-25%	-1%
Cc1ccccc1CNC(=O)CN(c1cccc(C)c1C)S(C)(=O)=O	-7%	0%
Cc1cc(C)n(-c2nc3cc(Cl)ccc3nc2N2CCN(c3ccccc3F)CC2)n1	-11%[57.5 µM]	-9%[57.5 µM]
COc1ccc(-c2c(C)c3cc(OS(=O)(=O)c4ccc(F)cc4)ccc3oc2=O)cc1	5%	8%
CC(C)c1cc(=O)oc2cc(OCC(=O)N3CCCCC3)ccc12	5%	8%
Cc1cccc(N2CCN(C(=O)C3CCN(S(=O)(=O)c4c(C)noc4/C=C/c4ccccc4F)CC3)CC2C)c1 (configuration not stated)	-4%	6%
CCOc1ccc(CCNC(=O)c2cnc3sc(N4CCCC4)nn3c2=O)cc1	?	-3%
CC(=O)Nc1nnc(Cc2c[nH]c3ccccc23)s1	9%	3%
CCCN1C(=O)C(Cc2nc3ccccc3c(=O)n2-c2cccc(C)c2)c2ccccc21 (configuration not stated)	-29%	-29%
Cc1cccc(-n2ncc(C(=O)NCc3ccco3)c2C2CCN(C(=O)OC(C)(C)C)CC2)c1	?	70%[activator]
Cc1ccccc1N1C(=O)c2cc(-c3ccco3)nn2CC1(C)C(=O)NC1CCCCC1 (configuration not stated)	6%	0%
CC(=O)C(C)=O	0%	-3%
Cc1ccc(-n2nc(C)c3c(C(=O)NCc4ccc(F)cc4)cc(C)nc32)cc1	-14%	5%
Fc1ccc(NN=C2c3ccccc3-c3ccccc32)cc1	-18%	-9%
CCn1c(C)c(C)c2cc(C(=O)NCc3ccc(N(C)C)cc3)ccc21	3%	11%
CCCCCC1=CCC/C1=N\NC(=O)c1cccnc1	-8%	-7%
COCCCNC(=O)c1cc(-c2ccc(OC)cc2)nc2n[nH]c(-c3ccc(Cl)cc3)c12	3%	-4%
COc1cc(C(=O)Nc2ccc(OCc3cc(=O)n4ccc(C)cc4n3)cc2)cc(OC)c1OC	5%	22%
O=C(Nc1ccccc1OCc1cc(=O)n2ccccc2n1)Nc1ccccc1C(F)(F)F	-11%	-8%
O=C(O)c1ccc(I)c(Br)c1	-4%	8%
CCc1ccccc1N(C)C(=O)c1cc2c(Cl)nc3ccc(C)cc3c2s1	?	-20%

Later entries
SMILES	AID inh	UDG counterscr
CC(C)CC(=O)Nc1nnc(S(=O)(=O)N2CCc3ccccc32)s1	7%	0%
CCNC(=S)Nc1c(F)cccc1F	1%	0%
O=C(CCc1nc2ccccc2oc1=O)OCc1cccc(C(F)(F)F)c1	18%	-4%
O=C(CSc1ccc2c(c1)OCCCO2)Nc1ccc2ccccc2c1	-12%	-1%
Cc1nn(-c2ccccc2)c2c1N(CCCC(=O)NCc1ccc(Cl)cc1)C(=O)CS2	-8%	8%
CCOC(=O)c1cc(-c2ccc(S(=O)(=O)Nc3ccccc3CC)s2)on1	1%	7%
CC(C)N(Cc1ccc(C(N)=O)cc1)C1CC1	-8%	-6%
CCOC(=O)C(C)Sc1nc(-c2ccccc2)ccc1C#N (configuration not stated)	4%	7%
CN(C(=O)C(c1ccccc1)c1ccccc1)c1nc2ccccc2o1	-9%	-7%
O=C(Nc1nnc2n1CCS2)c1cc(C(F)(F)F)cc(C(F)(F)F)c1	21%	1%
CCCC(=O)Nc1ccc(C(=O)NCc2cccnc2)cc1	2%	5%
CCOc1ccc(CCNC(=O)CCc2cn(Cc3ccccc3F)c3ccccc23)cc1OCC	-4%	10%
O=C(NC1CC1)C(Sc1ccc(Cl)cc1)c1ccccc1 (configuration not stated)	-5%	-2%
Cc1c(NC(=O)c2ccc(OC(C)C)cc2)cccc1-c1nc2ncccc2o1	18%	1%
CN(C)c1ccc(Nc2nc(-c3cc4ccccc4oc3=O)cs2)cc1	-8%	-16%
CC1CCN(S(=O)(=O)c2ccc3c(ccn3CC(=O)NCc3ccc(N(C)C)cc3)c2)CC1	?	?
CC(C#N)(NC(=O)CSc1ccc(O)cc1)C1CC1 (configuration not stated)	-13%	-5%
COc1ccc(-c2nc3ccc(C(=O)NCc4ccc(C)cc4)cc3nc2-c2ccc(OC)cc2)cc1	69%[activator]	-16%
CCN(CC)CCNC(=O)c1ccsc1	-2%	-9%
Cc1ccc(-n2nc(C(=O)N3CCCCC3C)c(=O)n(C)c2=O)cc1 (configuration not stated)	-12%	3%
CCc1cccc(NC(=O)C2CCN(C(=O)c3cnn(-c4ccccc4)c3-n3cccc3)CC2)c1	?	-17%
COc1ccc(CNC(=O)c2ccc(CNC(=O)OC(C)(C)C)cc2)cc1	-1%	-3%
Nc1nn(Cc2ccc(Br)cc2)cc1Br	-12%	3%
O=C(NCCC1=CCCCC1)c1ccc2c(c1)N(Cc1ccccc1F)C(=O)c1ccccc1S2=O (configuration not stated)	13%	-12%
CCOc1ccc(NC(=O)c2cc(S(=O)(=O)N3CCc4ccccc43)ccc2F)cc1	?	-13%

Next part:
SMILES	AID inh	UDG counterscr
Cc1ccc(N(CC(=O)N2CCC(C(N)=O)CC2)S(=O)(=O)c2ccc(Cl)cc2)cc1C	0%	6%
CCN(CC)CCNCc1ccc(-c2ccccc2)o1	0%	6%
COc1ccc(CNC(=O)CCc2c(C)nn(-c3ccc(N4CCCCC4)nn3)c2C)c(OC)c1	9%	9%[57.5 µM]
CN(c1ccc(OCC(=O)N2CCCCC2)cc1)S(=O)(=O)c1cccs1	-20%	-13%
O=C(COc1cccc(Br)c1)Nc1ccc(NC(=O)C2CC2)cc1C(F)(F)F	-2%	4%
CC(CC(=O)O)NC(=O)OCc1ccccc1 (configuration not stated)	0%	3%
CC(=O)Nc1ccc(NS(=O)(=O)c2c(C(=O)N3CCCCCC3)c(C)n(C)c2C)cc1	7%	-1%
CC[C@H](C)NC(=O)CCCc1nnc2n(CCC(C)C)c(=O)c3sccc3n12	-1%	2%
CCn1ccc2cc(S(=O)(=O)N3CCC(C(=O)NCCOC)CC3)ccc21	17%	49%[activator]
Cc1nn2c(C)c(C(=O)NCC(C)c3ccccc3)cnc2c1-c1ccccc1 (configuration not stated)	?	?
COc1ccc2c(CNC3CCC(C)CC3)c(C(=O)O)n(Cc3ccccc3)c2c1 (configuration not stated)	-15%	-7%
COc1ccc(OC)c(NC(=O)c2c(N3CCCC3=O)c3cc(OC)ccc3n2C)c1	163%[activator]	-1%
CCN(Cc1ccccc1)C(=O)CN1C(=O)COc2ccc(S(=O)(=O)N(CC)CC)cc21	-2%	-7%
CC(C)Cc1ccc(C(C)NC(=O)C2CC2)cc1 (configuration not stated)	-8%	2%
Cc1ccc(NC(=O)C2CCCN2S(=O)(=O)c2ccc3c(c2)CCCC(=O)N3)cc1C (configuration not stated)	4%	4%
Cn1c(=O)[nH]c(=O)c2c1nc(SCCO)n2CCCc1ccccc1	-10%	-11%
Fc1ccccc1CSc1ccc(-c2cccs2)nn1	?	-12%
Cc1cc(C)c(/C=C/c2onc(C)c2S(=O)(=O)N2CCC(C(=O)NCCc3ccccc3)CC2)c(C)c1	-3%	-4%
COc1ccc(OC)c(-c2noc(CSc3nnc(-c4ccccc4)n3-c3ccccc3)n2)c1	-2%	5%
O=C(CCC1N=C2c3ccccc3N=C(SCc3cccc(Cl)c3)N2C1=O)N1CCN(c2ccccc2)CC1 (configuration not stated)	-15%	5%
CC(=O)c1cccc(NC(=O)c2nc(-c3ccccc3)n(-c3ccccc3)n2)c1	6%	-21%
N#Cc1nc(COc2ccccc2F)oc1N1CCN(c2ccccc2)CC1	-11%	-3%
CN(C1CCCCC1)S(=O)(=O)c1ccc2c(c1)c(=O)c(C(=O)N1CCN(c3ccc(F)cc3)CC1)cn2C	3%[57.5 µM]	-13%[57.5 µM]
COc1cc(OC)c(OC)cc1/C=C1\Oc2cc(OS(=O)(=O)c3ccccc3)ccc2C1=O	-1%	0%
COc1ccc(C2C(=O)N(C3CCCCCC3)CC(=O)N2Cc2ccc(C)cc2)cc1OC (configuration not stated)	-21%	-6%[57.5 µM]

One compound at a time, as listed above. Order of values: AID inh	UDG counterscr
`COc1cc(OC)c(OC)cc1/C=C1\Oc2cc(OS(=O)(=O)c3ccccc3)ccc2C1=O` in the list: -1%	0%
`COc1ccc2c(CNC3CCC(C)CC3)c(C(=O)O)n(Cc3ccccc3)c2c1` (configuration not stated) in the list: -15%	-7%
`COc1ccc(OC)c(NC(=O)c2c(N3CCCC3=O)c3cc(OC)ccc3n2C)c1` in the list: 163%[activator]	-1%

Back to the main list; the 4 compounds before the break are reprinted first.
SMILES	AID inh	UDG counterscr
N#Cc1nc(COc2ccccc2F)oc1N1CCN(c2ccccc2)CC1	-11%	-3%
CN(C1CCCCC1)S(=O)(=O)c1ccc2c(c1)c(=O)c(C(=O)N1CCN(c3ccc(F)cc3)CC1)cn2C	3%[57.5 µM]	-13%[57.5 µM]
COc1cc(OC)c(OC)cc1/C=C1\Oc2cc(OS(=O)(=O)c3ccccc3)ccc2C1=O	-1%	0%
COc1ccc(C2C(=O)N(C3CCCCCC3)CC(=O)N2Cc2ccc(C)cc2)cc1OC (configuration not stated)	-21%	-6%[57.5 µM]
COc1ccccc1NC(=O)C1=C(C)Nc2nc(SC)nn2C1c1cccnc1 (configuration not stated)	5%	5%
O=C(Cc1csc2ccccc12)NCc1ccc(F)cc1	0%	-6%
Cc1cc(C)c(C(=O)NC2CCC(C)CC2)c(C)c1 (configuration not stated)	0%	8%
Cc1ccc(NC(=O)N2CCN(c3cc(-c4noc(C)n4)ccc3C)CC2)c(F)c1	?	-6%
O=C(NCCc1c[nH]c2ccc(Cl)cc12)c1ccncc1	0%	-5%
CC(=O)c1cccc(Nc2ccc3cc(S(=O)(=O)N4CCC(C)CC4)ccc3n2)c1	5%	-12%[57.5 µM]
CC(C)CNc1oc(COc2ccc3c(c2)OCO3)nc1C#N	2%	3%
Cc1nc2nc(SCC(=O)c3ccc4ccccc4c3)[nH]c2cc1Br	4%	1%
O=C(/C=C/c1ccc2c(c1)OCCCO2)OCc1ccccn1	36%[activator]	8%
CC1CCCCC1NC(=O)c1cc(-c2ccccc2)nc2ccccc12 (configuration not stated)	1%	-4%
CCOC(=O)c1cc(-c2ccc(OC)cc2)nn1Cc1ccccc1	-10%	-16%

Bioassay records as filed in PubChem.

Only part of the results is shown; rates above refer to the full screens.
